GALK inh: galactokinase (human) inhibition; P51570; 270,000 compounds, 0.007% hits; Purified GALK, Kinase-Glo residual ATP luminescence; Potency, µM (titrated, usually from 57.5 µM), inactives show at the top dose activity change, negative = inhibition, most hits filed as inhibitors; note: potency is the fitted concentration of half-maximal effect; % is set by controls: 0 for no effect and ±100 for the full control effect
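Luminescence from leftover ATP (Ultra-Glo luciferase/luciferin) served as read-out after a 1 h room-temperature reaction of 5 nM GALK with 35 uM ATP and 100 uM galactose.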
Giardia killer: Giardia lamblia killing; Giardia lamblia trophozoite viability; activity change, % at 7.66 µM, hits read low; 340,000 compounds, 0.15% hits; AID 540267; in the data active = activity change below about -80%; inconclusive = between about -30% and that limit;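 note: parasites exposed to compound for two days anaerobically before the ATP read; % is set by controls: 0 for no effect and ±100 for the full control effect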
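Anaerobic 48 hrs incubation at 37 deg C of 100 trophozoites/well with test compounds; ATPLite 1-Step luminescence, 15-30 min RT, reports cellular ATP as viability.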
PTAP TSG101 blk: blocks PTAP/TSG101 interaction to inhibit HIV-1 budding. Potency, µM (titrated, usually from 115 µM), without a hit: at the top dose activity change, negative = inhibition, actives largely listed as inhibitors. AID 493005. 340,000 tested, under 10 active. Fluorescence polarization, FITC-PTAP peptide / Tsg101 binding; active = well fitted inhibition curve with a large enough effect in the main read-out, with a control signal flat, not every such curve was filed as active; inconclusive = small, poorly fitted or top-dose-only effect, or effect the other way, or a change in a side signal; inactive = no such curve, though single readings can be large or run the other way; note: potency is the fitted concentration of half-maximal effect; % of control where 0% means no effect
Target sequence (Q99816 whole entry, looked up): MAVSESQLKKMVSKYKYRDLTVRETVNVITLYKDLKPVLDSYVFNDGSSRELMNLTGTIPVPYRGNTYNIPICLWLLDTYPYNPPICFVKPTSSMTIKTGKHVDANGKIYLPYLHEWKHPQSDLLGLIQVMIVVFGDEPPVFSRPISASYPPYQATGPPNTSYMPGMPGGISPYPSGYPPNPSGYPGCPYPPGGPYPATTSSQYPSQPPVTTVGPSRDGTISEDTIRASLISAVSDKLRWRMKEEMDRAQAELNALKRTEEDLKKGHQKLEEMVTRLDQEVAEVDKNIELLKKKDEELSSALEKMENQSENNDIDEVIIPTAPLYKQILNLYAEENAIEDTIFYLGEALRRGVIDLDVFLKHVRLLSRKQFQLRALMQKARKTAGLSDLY
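Compounds were pin-transferred onto Tsg101 binding domain (10 uM final) in HEPES pH 7.5 buffer, then FITC-PTAP peptide was added at 50 nM final. After 20 min at RT, polarization reported peptide displacement across a qHTS concentration series.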
ASM inhibitor: blocks human secretory acid sphingomyelinase; placental ASM, HMU-PC fluorogenic substrate, 60 min; Potency, µM (top dose mostly 57.5 µM), without a hit: at the highest dose activity change, negative = inhibition, usual class: inhibitors; 340,000 compounds, 0.006% hits; AID 504937; note: potency is the fitted concentration of half-maximal effect
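Fluorescence read-out (Ex 386 nm, Em 447 nm) after stopping the reaction at pH 10. Enzyme: ASM from human placenta; substrate HMU-PC0, 9 uM final; 60 min, 37 °C. Compound preincubation 10 min, ambient temperature.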
B2AR arrestin: beta2AR (human) beta-arrestin recruitment activity | 330,000 compounds, 0.02% hits | P07550 | beta-arrestin recruitment to beta2AR, cell-based reporter | AID 492947 | Potency, µM (highest dose often 46.1 µM), inactives show at the highest dose activation, actives largely listed as activators;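 note: potency is the fitted concentration of half-maximal effect; 0% = DMSO controls and full agonism = EC100 isoproterenol or metaproterenol; nearly all actives have a fitted effect of over 65% in size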
a7 integrin act: activators of alpha7 integrin expression for muscular dystrophy; Potency, µM (titrated, usually from 38.3 µM), inactives show at the top dose activation, hits mostly activators; alpha7betagal myoblasts, beta-gal FDG fluorescence, 48 h; 350,000 compounds, 0.064% hits;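 note: potency is the fitted concentration of half-maximal effect; 100% = response of the positive control SU9516; nearly all actives have a fitted effect of over 60% in size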
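Alpha7betagal+/- myoblasts (passage 13) were plated 16-24 hr, then exposed to compounds (1:260 dilution of DMSO stock) for 48 hours at 37C. After MPER lysis, β-galactosidase reporter activity was read as FDG fluorescence (ex 480/em 540) after 30 minutes.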
Chronic BCR inh: chronic active BCR signaling inhibition; 340,000 compounds, 0.05% hits; Potency, µM (highest dose often 46.1 µM), inactives show at the top dose ratio change, negative = lower green/red ratio, hits mostly inhibitors; ABC-DLBCL IkBa-CBG/CBR reporter, luminescence ratio, 4 h; active = well fitted inhibition curve with a large enough effect in the signal ratio, with a control signal flat, not every such curve was filed as active; inconclusive = small, poorly fitted or top-dose-only effect, or effect the other way, or a change in a side signal; the % refers to the signal ratio;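 note: potency is the fitted concentration of half-maximal effect; plate controls were basal doxycycline-induced cells for no effect and cells given 10 µM MG132 for full effect; MG132 reads +100%, hits lower the ratio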
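TMD8 human ABC-DLBCL cells with doxycycline-inducible IκBα–green luciferase fusion and unfused red luciferase, in 0.5% FBS medium; compounds up to 46 uM, 4 h at 37C. Green/red luminescence ratio, filter-overlap corrected, fitted to concentration-response curves.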
Tb PFK inh: inhibitors of T. brucei phosphofructokinase | T. brucei PFK, ADP-Glo luminescence | Potency, µM (titrated, usually from 57.5 µM), inactives show at the highest dose activity, negative = inhibition, hits mostly inhibitors | 330,000 compounds, 0.17% hits;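 note: potency is the fitted concentration of half-maximal effect; 0% = uninhibited 1x PFK enzyme wells and -100% = no-enzyme wells; nearly all actives have a fitted effect of over 60% in size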
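Compounds were pin-transferred as a titration series up to 57 uM into substrate buffer (0.5 mM F6P, 0.1 mM ATP, pH 8.0), then 1.25 nM PFK was added and reactions ran 45 min before ADP-Glo detection.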
PKM2 activator: PKM2 (human) enzyme activation; P14618; purified PKM2, Kinase-Glo ATP luminescence, activation; response scale: 0% is enzyme alone, no compound; Potency, µM (top dose mostly 57.5 µM), for the others: top-dose activation, actives largely listed as activators; 260,000 compounds, 0.34% hits; note: potency is the fitted concentration of half-maximal effect; % is set by controls: 0 for no effect and ±100 for the full control effect; nearly all actives have a fitted effect of over 55% in size
Target sequence (P14618 whole entry, looked up): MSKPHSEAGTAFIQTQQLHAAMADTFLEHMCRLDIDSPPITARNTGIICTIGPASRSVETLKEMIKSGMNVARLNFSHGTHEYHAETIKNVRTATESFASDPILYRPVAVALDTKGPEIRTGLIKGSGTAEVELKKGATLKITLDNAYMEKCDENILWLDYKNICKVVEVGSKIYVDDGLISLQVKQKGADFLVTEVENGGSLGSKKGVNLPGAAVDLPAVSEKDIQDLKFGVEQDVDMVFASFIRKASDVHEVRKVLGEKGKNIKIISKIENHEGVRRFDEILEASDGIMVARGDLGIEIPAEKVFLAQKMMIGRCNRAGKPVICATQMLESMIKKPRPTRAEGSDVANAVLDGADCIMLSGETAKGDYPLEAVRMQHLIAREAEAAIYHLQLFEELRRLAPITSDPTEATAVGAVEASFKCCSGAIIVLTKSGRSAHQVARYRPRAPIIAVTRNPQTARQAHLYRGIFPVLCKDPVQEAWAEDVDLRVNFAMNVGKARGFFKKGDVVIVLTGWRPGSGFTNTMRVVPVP
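ATP formation by purified human PK-M2, quantified via coupled luciferase luminescence after 1 h at room temperature with 0.1 mM ADP and 0.5 mM PEP final.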
Menin MLL FP TR: displaces Texas Red mutant MLL peptide from human menin; O00255; Menin + Texas Red MLL mutant peptide, fluorescence polarization; Potency, µM (highest dose often 61.6 µM), for inactives: at the top dose FP activity change, negative = inhibition, hits mostly inhibitors; 270,000 compounds, 0.23% hits; AID 1768; active = well fitted inhibition curve with a large enough effect in the polarisation, with a control signal flat, not every such curve was filed as active; inconclusive = small, poorly fitted or top-dose-only effect, or effect the other way, or a change in a side signal; inactive = no such curve, though single readings can be large or run the other way; the % refers to the polarisation; note: potency is the fitted concentration of half-maximal effect; % of control where 0% means no effect; many of its hits are not listed in these tables
Coupling enz: inhibits coupling enzyme system, counter-screen for aldolase hits. activity change, negative = inhibition, % at 58.2 µM, hits read low. AID 2472. 290,000 compounds, 0.67% hits. coupling enzyme system counterscreen, AmpLite Red fluorescence; in the data active = activity change below about -30%; note: % is set by controls: 0 for no effect and ±100 for the full control effect
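Counterscreen lacking aldolase: glyceraldehyde-3-phosphate coupling-enzyme reagent preincubated 10 min at RT with compound (at 57.5 uM final), then substrate/coupling system with AmpLite Red added; fluorescence read at 525/598 nm after 20 min RT.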
* = called active by the depositor; i = inactive; u = inconclusive; x = no result given; & = joins results of further samples; ! = not confirmed by another sample; [ ] = remark or other dose. Unless noted, calls come from the whole dose curve; as a rule, active = well fitted curve in the direction sought with a large enough effect; inconclusive = small, poorly fitted or top-dose-only effect, or another doubt; inactive = no such curve, though single readings can be large; an effect the other way counts as inactive or inconclusive. Some of the compounds tested; count on the stated rates, not on these rows.

SMILES	GALK inh	Giardia killer	PTAP TSG101 blk	ASM inhibitor	B2AR arrestin	a7 integrin act	Chronic BCR inh	Tb PFK inh	PKM2 activator	Menin MLL FP TR	Coupling enz
CC(=O)OC1(c2ccccc2)CCN(C)C2CCCCC21 (centres undefined)	-2%	-14	-1%	3%	-0.2%	6%	u	-6%	-17%	3%	1
Cc1cccc(N2CCc3c2nc2ccccc2c3N)c1	1%&2%	16&-21	0%&0%	133%&183%[activator]	0.4%&0.5%	-23%&-11%	0%&7%	-1%&-1%	4%&2%	7%&0%	-34*!
Cc1cccc(-n2c(-c3cccs3)nc3ccccc3c2=O)c1	-3%	17	-12%	-4%	-0.6%	-27%	u	u	6%	u	5
c1coc(CNCCc2c[nH]c3ccccc23)c1	0%	4	3%	-2%	-0.2%	0%	0%	-1%	0%	-23%	3
CC(C)n1cc(C(=O)N(CC(=O)NC(C)(C)C)Cc2ccccc2)cn1	0%	4	-6%	0%	-0.2%	-12%	-2%	1%	0%	2%	1
C=CCn1c(O)c(/C=C/C=Nc2ccccc2)c(=O)[nH]c1=O	0%	12	u	1%	0.3%	19%	3%	4%	-4%	u	1
O=C(c1ccco1)N1CCC(c2nc3c(nnn3Cc3c(Cl)cccc3Cl)c(=O)[nH]2)CC1	7%	-1	-11%	-2%	-0.3%	9%	u	-23%	5%	-9%	0
CC(=O)OC[C@]12CCC(C)=C[C@H]1O[C@@H]1[C@H](O)[C@@H](OC(C)=O)[C@@]2(C)[C@]12CO2	-1%	u	-7%	-3%	-0.4%	-51%	u	2%	6%	x	3
CCN(C(=O)CN1CC=C(c2ccccc2)CC1)c1c(N)n(Cc2ccccc2)c(=O)[nH]c1=O	-1%	30[activator]	2%	112%[activator]	-0.2%	32%	-3%	-3%	4%	1%	1
c1ccc(CCCN2CCN(CCOC(c3ccccc3)c3ccccc3)CC2)cc1	x	-9	-11%	2%	x	x	x	x	x	u	0
CCCCCCn1c(N)c(C(=O)NCCN2CCOCC2)c2nc3ccccc3nc21	-5%	4	-2%	i	-0.5%	-56%[inhibitor]	-2%	-1%	9%	-3%	-4
CCN(c1ccc(C(O)(C(=O)OC)C(F)(F)F)cc1)S(=O)(=O)c1ccc(C)cc1 (centres undefined)	-1%	0	-6%	-2%	0.0%	16%[7.66 µM]	7%	3%	17%	0%	0
CC1CCCN(CC(=O)c2ccc(Cl)c(Cl)c2)C1 (centres undefined)	1%	-19	-1%	-2%	3.1%	-28%	u	-4%	5%	0%	3
COC(=O)C1=C(c2ccc(F)cc2F)C[C@@H]2CC[C@H]1N2C(=O)NCCOc1ccc(OC)cc1	x	-20	-1%	-9%	-0.9%	8%	u	-3%	x	x	x
CCCCN1C(=O)/C(=C/C=C/c2ccco2)C(=O)NC1=S	-4%	-6	18%	-9%	-0.3%	-24%	u	-29%	12%	20%	4
CN1CCC(OC(=O)c2cccc(F)c2)CC1	1%	2	22%	4%	0.4%	-4%	7%	7%	x	14%	3
CCCC[n+]1cc(/N=C(\[O-])OC)on1	1%	29	-2%	-2%	-0.7%	42%	1%	0%	-1%	u	3
C=CCn1c(O)c(C(C)=NCCc2ccccc2)c(=O)[nH]c1=O	0%	2	-3%	-2%	-0.2%	4%	28%	-1%	2%	1%	5
O=C(O)COc1ccc(Cl)cc1Cl	x	6	-10%	2%	x	12%	x	x	x	-9%	8
CN1[C@@H]2CCC[C@H]1CC(=O)C2	x	15	0%	10%	x	x	x	x	x	5%[24.8 µM]	0
CCC1(C)CC(C(N)=S)CCO1 (centres undefined)	3%	-7	2%	2%	-0.2%	12%	u	u	-20%	x	-1
COc1cc(Br)cc(CN2CCN(C)CC2)c1O	0%	-8	0%	-1%	0.0%	-11%	4%	-3%	1%	13%	5
C/C(=N\NP(=S)(c1ccccc1)c1ccccc1)c1ccc(O)cc1O	-6%	-9	0%	-9%	0.3%	13%	u	2%	1%	x	-5
C=C1[C@@H](C)[C@H]2[C@H](Cc3ccccc3)NC(=O)[C@]23OC(=O)/C=C/[C@H](O)CCC[C@@H](C)C/C=C/[C@H]3[C@@H]1O	-2%	3&-1	0%	-1%	-0.4%	x	u	-4%	7%	-9%&0%	2&-1
CCC(=NCCN1CCOCC1)c1c(O)n(-c2ccccc2C)c(=O)[nH]c1=O	2%	-3	-1%	3%	3.0%	-26%	3%	2%	-3%	0%	3

Rewritten with each value named: entries from further up
CN1CCC(OC(=O)c2cccc(F)c2)CC1
  GALK inh: 1%
  Giardia killer: 2
  PTAP TSG101 blk: 22%
  ASM inhibitor: 4%
  B2AR arrestin: 0.4%
  a7 integrin act: -4%
  Chronic BCR inh: 7%
  Tb PFK inh: 7%
  PKM2 activator: x
  Menin MLL FP TR: 14%
  Coupling enz: 3
O=C(O)COc1ccc(Cl)cc1Cl
  GALK inh: x
  Giardia killer: 6
  PTAP TSG101 blk: -10%
  ASM inhibitor: 2%
  B2AR arrestin: x
  a7 integrin act: 12%
  Chronic BCR inh: x
  Tb PFK inh: x
  PKM2 activator: x
  Menin MLL FP TR: -9%
  Coupling enz: 8

The results go on.
SMILES	GALK inh	Giardia killer	PTAP TSG101 blk	ASM inhibitor	B2AR arrestin	a7 integrin act	Chronic BCR inh	Tb PFK inh	PKM2 activator	Menin MLL FP TR	Coupling enz
CN(C(=O)Oc1ccc([N+](=O)[O-])cc1)c1ccccc1	0%	-5	1%	-1%	-0.6%	19%	u	-1%	2%	-26%	0
Cc1cccc(-n2c(O)c(C=Nc3ccc(S(N)(=O)=O)cc3)c(=O)[nH]c2=O)c1	4%	-18	-3%	-2%	-0.1%	17%	0%	-2%	12%	16%	7
CN1C(=O)N(C)C(=O)C2(Cc3ccccc3N3CCCC32)C1=O (centres undefined)	4%	-11	-4%	148%[activator]	-0.1%	-21%	u	-4%	1%	x	2
COc1ccc(CCNCc2sccc2C)cc1OC	6%	20	-4%	1%	-0.1%	18%	u	-6%	2%	38%[activator]	2
O=C(c1ccc(F)cc1)N1CCC2(CC1)OCCO2	5%	9	6%	5%	-0.6%	u	3%	0%	0%	4%	-1
CC(=O)Nc1ccc(S(=O)(=O)NC(CC(=O)N2CCC3(CC2)OCCO3)C(C)C)cc1 (centres undefined)	1%	-5	-2%	-1%	-0.3%	-3%	15%	1%	-5%	5%	-2
COC(=O)C1=C(c2ccc3ccccc3c2)C[C@@H]2CC[C@H]1N2C(=O)NC1CC1	x	9	-6%	19%	1.2%	17%	0%	2%	x	x	x
CCCCOc1ccc(CN2CCN(CC)CC2)cc1	-1%	-5	-7%	1%	0.2%	-10%	15%	0%	-6%	1%	-1
OCCNc1c2c(nc3ccccc13)CCCC2	-1%	-3	-3%	0%	-0.9%	1%	1%	1%	-2%	2%	-1
COc1cc(CN=C(C)c2c(O)n(C3CCCCC3)c(=O)[nH]c2=O)cc(OC)c1	6%	-21	-2%	-11%	-0.3%	-17%	u	-4%	0%	x	1
O=[N+]([O-])c1ccc(CNCCc2ccccc2)cc1	6%	-2	-1%	1%	0.6%	u	11%	0%	14%	u	-1

Arranged by SMILES length (low to high): three of the compounds above
SMILES	GALK inh	Giardia killer	PTAP TSG101 blk	ASM inhibitor	B2AR arrestin	a7 integrin act	Chronic BCR inh	Tb PFK inh	PKM2 activator	Menin MLL FP TR	Coupling enz
COc1ccc(CCNCc2sccc2C)cc1OC	6%	20	-4%	1%	-0.1%	18%	u	-6%	2%	38%[activator]	2
Cc1cccc(-n2c(-c3cccs3)nc3ccccc3c2=O)c1	-3%	17	-12%	-4%	-0.6%	-27%	u	u	6%	u	5
CCCCN1C(=O)/C(=C/C=C/c2ccco2)C(=O)NC1=S	-4%	-6	18%	-9%	-0.3%	-24%	u	-29%	12%	20%	4

Bioassay records from PubChem BioAssay.
